From PubChem
TIM10 inh: inhibits growth of TIM10 yeast strain; S. cerevisiae TIM10 strain growth, BacTiter-Glo luminescence, 24 h; inhibition, % at 10 µM; actives 1.4% (n = 330,000); AID 463195;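 active = inhibition of 40% or more at the single tested concentration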;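 also: wild-type TIM10 isogenic control strain grown at permissive 25 °C; 0% = DMSO yeast wells and 100% = minimal medium wells without yeast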
APJ agonist: agonists of human APJ apelin receptor | AID 2520 | actives 0.11% (n = 330,000) | activation, % at 20 µM | CHO-K1 APJ PathHunter beta-arrestin, luminescence; 0% DMSO wells, 100% apelin | P35414;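 active = activation more than six SD over the plate average, tested at 20 µM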;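 also: 0% = DMSO alone and 100% = apelin-13 at 10 nM; some results filed as inactive read as strong as hits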
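Assay system: CHO-K1 APJ beta-arrestin complementation cell line / Compound: single test compound dose, 20 µM final, 1% DMSO / Times: overnight seeding, 90 min compound at 25 °C, 1 h detection / Technique: beta-gal luminescence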
tim23-1 inh: tim23-1 yeast growth inhibition; actives 1.3% (n = 330,000); S. cerevisiae tim23-1 growth, BacTiter-Glo luminescence, 24 h; inhibition, % at 20 µM;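 active = growth inhibition of the mutant yeast at or above 50%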;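 also: temperature-sensitive mutant grown at 25 °C; plate controls were DMSO-treated mutant yeast for no effect and medium wells lacking yeast for full effect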
XBP1 UPR activ: adaptive UPR (XBP1) activation | CHO-XBP1 luciferase reporter, IRE1-XBP1 UPR activation, luminescence; percent of tunicamycin response, DMSO as zero | activation, % at 20 µM | actives 0.33% (n = 330,000);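 active = versus positive control, 20 µM dose yields 30% or more activation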;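 also: 100% = tunicamycin at 10 µg/mL and 0% = DMSO only wells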
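Assay system: IRE1-XBP1 luciferase reporter CHO line. Input: 1000 cells/well. Buffer or medium: F12 with 10% serum. Doses: 20 µM, 1% DMSO. Times: overnight seeding at 37 °C, 6 h compound treatment at 37 °C. Technique: Steady-Glo luciferase glow luminescence, 10 min after reagent addition.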
Mdm2 MdmX PPI: human Mdm2/MdmX binding inhibition. SaOS-2 split-luciferase Mdm2/MdmX complementation, luminescence. inhibition, % at 8 µM. actives 3% (n = 330,000). AID 485346;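 active = inhibition of at least 50% at 8 µM in the primary screen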
Target sequence (O15151 whole entry, looked up): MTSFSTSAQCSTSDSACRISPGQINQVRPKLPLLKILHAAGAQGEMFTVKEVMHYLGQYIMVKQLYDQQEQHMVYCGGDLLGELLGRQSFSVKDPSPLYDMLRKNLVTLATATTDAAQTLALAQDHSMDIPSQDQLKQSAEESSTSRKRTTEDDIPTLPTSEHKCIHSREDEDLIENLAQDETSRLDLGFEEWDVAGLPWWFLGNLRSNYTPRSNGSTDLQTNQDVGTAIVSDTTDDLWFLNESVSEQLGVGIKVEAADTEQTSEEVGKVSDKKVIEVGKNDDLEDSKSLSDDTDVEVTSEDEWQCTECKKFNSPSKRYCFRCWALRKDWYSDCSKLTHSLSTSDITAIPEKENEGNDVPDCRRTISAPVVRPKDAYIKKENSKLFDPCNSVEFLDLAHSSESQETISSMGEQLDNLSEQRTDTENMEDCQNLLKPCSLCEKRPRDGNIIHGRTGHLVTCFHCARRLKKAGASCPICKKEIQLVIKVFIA
Target sequence (Q00987 whole entry, looked up): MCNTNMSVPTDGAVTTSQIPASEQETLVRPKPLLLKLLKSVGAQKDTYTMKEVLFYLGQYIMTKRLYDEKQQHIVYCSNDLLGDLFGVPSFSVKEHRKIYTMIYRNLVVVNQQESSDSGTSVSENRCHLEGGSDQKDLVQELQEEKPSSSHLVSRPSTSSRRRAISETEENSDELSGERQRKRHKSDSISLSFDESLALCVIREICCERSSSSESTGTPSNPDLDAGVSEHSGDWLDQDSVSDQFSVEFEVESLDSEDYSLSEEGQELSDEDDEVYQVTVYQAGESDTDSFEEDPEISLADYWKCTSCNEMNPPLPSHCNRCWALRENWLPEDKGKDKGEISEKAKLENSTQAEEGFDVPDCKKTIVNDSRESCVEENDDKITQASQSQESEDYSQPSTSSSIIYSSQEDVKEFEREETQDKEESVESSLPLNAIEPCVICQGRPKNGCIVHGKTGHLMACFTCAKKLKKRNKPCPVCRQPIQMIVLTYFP
tim10-1 inh: inhibits growth of tim10-1 mutant yeast. S. cerevisiae tim10-1 ts strain growth, BacTiter-Glo, 24 h. inhibition, % at 20 µM. actives 2.2% (n = 330,000). AID 463190;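 active = inhibition of at least 40%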;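 also: mutant grown at 25 °C; 0% = DMSO wells with yeast and 100% = wells holding no yeast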
APJ antagonist: blocks the human apelin receptor APJ; CHO-K1 APJ beta-arrestin complementation, luminescence; inhibition, % at 20 µM; actives 0.32% (n = 330,000);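 active = inhibition above about 40% at 20 µM, limit read from the data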;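 also: cells challenged with 10 nM apelin-13 agonist together with compound; plate controls were apelin-13 plus DMSO wells for no effect and DMSO wells lacking apelin-13 for full effect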
UPR CHOP act: activators of apoptotic arm of unfolded protein response (CHOP). activation, % at 10 µM. CHO-CHOP luciferase reporter, UPR activation, luminescence; percent of tunicamycin response over DMSO baseline. actives 0.34% (n = 330,000);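 active = at 10 µM dose, activation of 40% or more, normalized to positive control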;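 also: 100% = tunicamycin at 10 µg/mL and 0% = DMSO alone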
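Material: CHO-CHOP cells, stable luciferase reporter of PERK-eIF2a-CHOP signalling; quantity: 500 reporter cells seeded per well; buffer or medium: F12 medium containing 10% fetal bovine serum; compound: one dose, 10 µM in 0.5% DMSO; incubation: 6 h compound treatment, 37 °C; measured by: Steady-Glo luciferase luminescence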
CXCR6 inh: CXCR6 (human) receptor inhibition | AID 602244 | CHO-K1 PathHunter CXCR6 beta-arrestin, luminescence | actives 0.36% (n = 360,000) | inhibition, % at 20 µM | O00574; in the data active = inhibition above about 34%, passing the limit was not always enough;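 also: antagonist mode with CXCL16 agonist at 10 nM final; 0% = 10 nM CXCL16 with DMSO and 100% = unstimulated wells without agonist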
Active calls of the source: *. Some of the compounds tested. The share of hits here may be higher or lower than overall.

The line under a structure holds: TIM10 inh	APJ agonist	tim23-1 inh	XBP1 UPR activ	Mdm2 MdmX PPI	tim10-1 inh	APJ antagonist	UPR CHOP act	CXCR6 inh
- CCC(C)C(NC(=O)[C@@H](NC(=O)c1ccccc1F)C(C)C)C(=O)OC (stereo partly drawn)
 : 11.4	-2.6	35.5	-0.9	-10.4	31.8	-0.6	-1.0	-13.1
- O=C(CCS(=O)(=O)c1cccs1)Nc1ccc(C(=O)NC2CCCC2)cc1
 : 6.6	-4.8	-17.1	-0.6	15.9	-1.9	-10.6	0.2	-3.0
- Nn1c(SCC(=O)Nc2ccccc2F)nnc1-c1cccs1
 : -2.4	-2.1	-10.6	-0.3	12.3	-16.0	-36.6	1.8	1.1
- CN(C)CCCOc1cccc(Cl)c1
 : -1.1	-2.7	5.0	-3.5	7.8	-3.4	15.8	2.1	-5.1
- CC(C)c1ccccc1-n1c(SCC(=O)N2CCN(c3ccccc3)CC2)nnc1-c1cccnc1
 : 12.4	-4.7	10.0	-7.2	7.9	22.9	28.0	1.7	3.3
- CC1=NN(C(=O)Cn2ccc([N+](=O)[O-])n2)C(O)(C(F)(F)F)C1 (stereo not drawn)
 : -17.8	0.7	10.6	-1.8	-6.2	5.6	8.6	-0.3	10.9
- Cc1cc(N2CCN(C)CC2)nc2ccc(NC(=O)c3ccccc3F)cc12
 : -23.6	-1.1	-1.7	4.5	6.3	-15.9	7.1	1.7	-7.1
- COCCNC(=O)C(c1cccs1)N(C(=O)Cn1nnc2ccccc21)c1ccc(OC)cc1 (stereo not drawn)
 : 6.8	-2.9	0.6	-0.1	4.8	11.9	3.1	-1.8	3.9
- O=C(Nc1ccc2c(c1)OCO2)O[C@@H]1C[C@H]2CCCC(=O)N3CC[C@@H](C1)[C@@H]23
 : 11.2	0.6	14.9	0.2	-0.1	3.9	-2.0	1.2	-5.0
- CC(Sc1ccccc1)C(=O)NNC(=O)c1csc(N2CCOCC2)n1 (stereo not drawn)
 : -0.8	-3.8	-6.7	-0.8	10.8	-9.4	-4.1	1.4	-4.9
- COc1ccccc1N1CCN(CC(O)COc2ccc3c(C)cc(=O)oc3c2)CC1 (stereo not drawn)
 : 12.3	6.0	16.4	4.0	25.4	16.3	13.9	-0.5	-4.0
- C=CC[C@H](CC(=O)N(CCO)Cc1ccccc1)C(=O)NCCOC(=O)[C@H](CC=C)CC(=O)OC(C)(C)C
 : 9.3	-2.3	3.3	-4.5	11.5	-3.0	9.3	0.1	-1.6
- COc1ccc(CCNC(=O)COC(=O)c2cc(S(=O)(=O)N3CCCC3)ccc2O)cc1
 : 5.0	2.0	-2.0	-2.8	18.5	6.0	-0.9	-2.1	2.3
- Cc1cccc(N)c1SC1CCCCC1O (stereo not drawn)
 : -3.4	3.0	8.8	0.1	9.4	12.8	0.0	-0.1	-5.8
- Cc1cc(Cl)ccc1OCCCC(=O)N/N=C/c1cccc([N+](=O)[O-])c1
 : 8.8	-5.0	4.7	-2.4	8.7	15.4	29.8	0.7	3.4
- O=C(Nc1cccc(S(=O)(=O)C(F)F)c1)c1ccc(S(=O)(=O)N2CCCCC2)cc1
 : -4.5	0.5	17.0	-0.8	8.7	6.1	-1.6	-0.1	3.1
- CCCc1cc(N2CCN(C(=O)c3ccco3)CC2)n2c(nc3ccccc32)c1C#N
 : 2.8	1.2	4.1	-2.5	11.1	11.9	-1.0	2.4	-0.6
- CCc1nnc2n1N=C(c1cccc([N+](=O)[O-])c1)CS2
 : 9.1	-1.8	17.4	-0.1	8.2	14.9	10.7	-0.2	-0.8
- CC(C)c1nc2oc3c(NCc4cccnc4)ncnc3c2c2c1CCC2
 : 10.1	-1.8	-9.6	21.2	30.6	25.6	1.0	0.6	-7.9
- CC(Sc1ccc(Cl)cc1)C(=O)Nc1ccc(S(=O)(=O)N2CCOCC2)cc1 (stereo not drawn)
 : 12.6	4.1	20.9	0.1	-3.6	18.6	8.2	0.3	-8.4
- O=S(=O)(c1ccccc1)c1nc(-c2ccco2)oc1NCc1ccccc1
 : 17.6	0.4	22.5	-1.6	-1.3	29.2	-3.3	0.4	10.8
- COc1cc(/C=C/C(=O)OCC(=O)NCc2ccco2)ccc1O
 : 4.2	-3.1	3.2	-0.9	53.7*	-2.7	2.7	1.3	1.6
- CCOC(=O)Cc1csc(NC(=O)CSc2nnc(-c3ccc(C)cc3)o2)n1
 : -28.7	0.5	-18.1	-1.8	-0.6	29.1	15.2	-3.4	2.1
- COc1ccc(/C=N/NC(=O)NC23CC4CC(CC(C4)C2)C3)c(OC)c1
 : 13.2	-3.3	55.4*	1.2	-6.9	37.5	-13.0	0.4	0.7
- COc1cc(/C=C2/NC(=O)N(CC(=O)Nc3ccc(C)cc3)C2=O)ccc1Oc1ccc([N+](=O)[O-])cn1
 : -20.4	-0.4	-17.9	1.0	-18.3	-35.1	4.6	-0.6	3.2
- O=C(CNC(=O)c1ccc(Br)o1)NNC(=O)c1ccc(Br)cc1
 : -2.0	0.4	-4.6	1.6	-28.5	-9.5	-7.7	0.8	-1.4
- CCCCn1nc2cc(C(=O)NCC34CC5CC(CC(C5)C3)C4)ccc2c1OC
 : 9.7	6.3	25.8	9.8	9.1	18.8	-35.8	-0.3	8.0
- COc1ccc(CNC(=O)CN(Cc2ccccc2OC)C(=O)c2csnn2)cc1
 : 7.1	2.8	17.8	-3.4	8.6	-2.5	3.1	-0.6	8.6
- Cc1ccc(CNC(=O)CN2C(=O)COc3ccc(C)cc32)cc1
 : -10.4	-4.2	-2.7	-1.9	5.3	17.4	-12.4	-1.1	1.6
- CCCc1cc(=O)oc2c3c(cc(OCC(=O)N[C@@H](C)C(=O)O)c12)OC(C)(C)CC3
 : -11.8	-2.3	6.9	0.3	10.3	6.5	-7.9	3.2	2.4

Full records as entered above:
`O=C(CNC(=O)c1ccc(Br)o1)NNC(=O)c1ccc(Br)cc1` is listed as TIM10 inh = -2.0; APJ agonist = 0.4; tim23-1 inh = -4.6; XBP1 UPR activ = 1.6; Mdm2 MdmX PPI = -28.5; tim10-1 inh = -9.5; APJ antagonist = -7.7; UPR CHOP act = 0.8; CXCR6 inh = -1.4
`CC(Sc1ccc(Cl)cc1)C(=O)Nc1ccc(S(=O)(=O)N2CCOCC2)cc1` (stereo not drawn) is listed as TIM10 inh = 12.6; APJ agonist = 4.1; tim23-1 inh = 20.9; XBP1 UPR activ = 0.1; Mdm2 MdmX PPI = -3.6; tim10-1 inh = 18.6; APJ antagonist = 8.2; UPR CHOP act = 0.3; CXCR6 inh = -8.4

Rewritten as labelled records: part of the list above
CCc1nnc2n1N=C(c1cccc([N+](=O)[O-])c1)CS2
  TIM10 inh = 9.1	APJ agonist = -1.8	tim23-1 inh = 17.4	XBP1 UPR activ = -0.1	Mdm2 MdmX PPI = 8.2	tim10-1 inh = 14.9	APJ antagonist = 10.7	UPR CHOP act = -0.2	CXCR6 inh = -0.8
CCCc1cc(=O)oc2c3c(cc(OCC(=O)N[C@@H](C)C(=O)O)c12)OC(C)(C)CC3
  TIM10 inh = -11.8	APJ agonist = -2.3	tim23-1 inh = 6.9	XBP1 UPR activ = 0.3	Mdm2 MdmX PPI = 10.3	tim10-1 inh = 6.5	APJ antagonist = -7.9	UPR CHOP act = 3.2	CXCR6 inh = 2.4

Remaining list, next part
The line under a structure holds: TIM10 inh	APJ agonist	tim23-1 inh	XBP1 UPR activ	Mdm2 MdmX PPI	tim10-1 inh	APJ antagonist	UPR CHOP act	CXCR6 inh
- Cn1cc(CN2CCN(Cc3ccc4c(c3)OCO4)CC2)c(-c2ccccc2F)n1
 : 2.6	0.4	3.0	-4.5	6.2	9.6	-2.8	-1.2	-8.7
- Cc1ccc(S(=O)(=O)N2CCN(C(=O)N(C)C)CC2)cc1
 : -2.9	-1.9	-11.9	-3.3	25.3	-8.1	15.1	-0.6	8.4
- COc1ccc(Cc2nnc(Nc3ccccc3)s2)cc1Br
 : -1.1	-0.8	21.1	-4.5	23.8	13.9	3.1	0.7	-11.6
- C=CCNCc1cccn1-c1sc2c(c1C#N)CCCC2
 : 6.6	-4.4	15.5	1.1	7.3	21.0	-4.2	-1.3	-0.5
- COc1ccc(-n2c(Cc3cccn3C)nnc2SCC(=O)Nc2ccccc2)cc1
 : 10.7	-1.6	20.5	-0.5	15.7	20.6	0.7	-2.2	-3.1
- CCCCN1C(=O)N(c2nnc(C(C)(C)C)s2)C(O)C1c1ccc(C)cc1 (stereo not drawn)
 : 23.0	-2.9	31.3	1.1	7.5	23.3	3.2	-0.3	8.9
- O=C1CNC(=S)N1Cc1ccc(Cl)cc1
 : 6.2	-2.7	15.4	-1.1	-18.5	4.7	6.0	2.2	-2.6
- O=C(Nc1nc(-c2cccs2)c(C(=O)C(F)(F)F)s1)c1ccccc1
 : 32.7	-2.1	69.1*	2.5	29.6	61.4*	-52.3	3.4	4.2
- COc1cccc2c1cc1c(=O)n(CC(=O)N3CCC(C)CC3)nc(C)n12
 : 27.3	0.6	31.6	-0.5	39.9	26.8	19.4	-2.0	6.8
- COc1ccccc1NC(=O)C(=O)Nc1ccccn1
 : 13.0	-1.8	7.3	-0.4	-53.5	-3.6	5.7	2.3	-10.3
- Cc1cc(-n2cnc3c(=O)[nH]cnc32)ccc1N
 : -11.0	1.7	8.5	-1.1	10.5	7.1	-0.9	0.0	-0.7
- O=C(C1CCC1)N1CCN(Cc2ccccc2)CC1
 : 3.2	-1.8	-0.4	6.1	-17.1	-3.4	9.3	-0.8	-2.0
- Cc1ccc(-c2csc(NC(=S)NC(=O)c3cccs3)n2)cc1
 : 1.6	-4.7	2.9	0.1	28.9	6.3	30.0	2.9	14.6
- O=C(NNS(=O)(=O)c1ccc(C(F)(F)F)cc1)c1cnn(-c2ccccc2)c1C(F)(F)F
 : 11.9	-2.2	3.1	-1.0	16.5	7.7	-4.9	1.5	1.5
- O=C(OCC1OC(n2cc(Br)c(=O)[nH]c2=O)C(Br)C1O)c1ccccc1 (stereo not drawn)
 : 5.1	-1.6	-0.9	2.5	-19.2	-10.9	16.9	0.2	1.2
- CCOc1nc(NC(=O)NS(=O)(=O)c2ccccc2F)nc(-c2ccccc2)n1
 : 7.7	-1.2	6.1	2.4	15.7	6.2	-0.8	1.4	-3.8
- Cc1cccc(NC(=O)c2ccc3c(c2)OCCO3)c1C
 : -14.0	-1.0	21.7	-1.6	-35.0	15.0	-0.4	5.2	-0.8
